Source: PubChem
AddAB inh: less growth of phage-infected E. coli with AddAB; E. coli expressing H. pylori AddAB, absorbance growth; inhibition, % at 11.9 µM; 330,000 compounds, 0.29% hits; in the data active = inhibition above about 12%;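 note: 0% = vehicle wells of infected cells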
PKA-R1A act: activators of PKA-R1A complex; PKA-R1A dissociation, Cy5-IP20 fluorescence polarization; scaled: DMSO 0%, 113 µM cGMP 100%; activation, % at 11.4 µM; 340,000 compounds, 0.083% hits;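 active = percent activation above the mean of all tested compounds plus 3 SD, cut at about 19% in these data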;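 note: higher means more PKAc released from R1A so a rise in polarization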
DAGLB inhibitor: diacylglycerol lipase beta (human) inhibition | Q8NCG7 | HEK293T DAGLB membrane lysate, EnzChek fluorogenic substrate | inhibition, % at 5.17 µM | 340,000 compounds, 0.059% hits; in the data active = inhibition above about 34%;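 note: 0% = enzyme with vehicle and 100% = wells lacking enzyme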
Target sequence (Q8NCG7 whole entry, looked up): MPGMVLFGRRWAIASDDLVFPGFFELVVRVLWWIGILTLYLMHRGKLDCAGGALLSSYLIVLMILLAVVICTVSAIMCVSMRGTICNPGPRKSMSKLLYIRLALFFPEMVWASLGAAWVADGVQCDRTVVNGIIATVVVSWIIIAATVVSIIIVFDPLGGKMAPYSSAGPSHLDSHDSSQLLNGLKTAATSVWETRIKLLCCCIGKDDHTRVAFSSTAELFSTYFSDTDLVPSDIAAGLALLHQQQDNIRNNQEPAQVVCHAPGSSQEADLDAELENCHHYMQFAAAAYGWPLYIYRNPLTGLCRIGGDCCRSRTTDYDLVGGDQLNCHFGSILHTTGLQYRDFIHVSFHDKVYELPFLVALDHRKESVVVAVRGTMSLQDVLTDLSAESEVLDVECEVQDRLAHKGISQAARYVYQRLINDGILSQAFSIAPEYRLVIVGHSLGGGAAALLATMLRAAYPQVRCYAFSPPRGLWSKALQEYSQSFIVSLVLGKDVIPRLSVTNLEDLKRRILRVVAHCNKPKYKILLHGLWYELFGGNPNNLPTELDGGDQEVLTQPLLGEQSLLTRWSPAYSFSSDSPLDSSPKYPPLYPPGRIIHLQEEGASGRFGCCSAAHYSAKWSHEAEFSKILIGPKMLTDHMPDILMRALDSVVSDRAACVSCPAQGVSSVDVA
PKA-R2B activ: PKA-R2B complex activation; activation, % at 11.4 µM; P22694+P31323; AID 504700; 340,000 compounds, 0.079% hits; PKA-R2B holoenzyme dissociation, Cy5-IP20 fluorescence polarization; R2B truncated from residue 108, S112A mutant; 0% DMSO only, 100% 113 µM cGMP;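 active = activation above a cutoff set at the mean over all compounds plus 3 SD, cut at about 18% in these data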;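 note: higher means more holoenzyme dissociation and a rise in polarization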
Target sequence (P31323 whole entry, looked up, other chains not shown, the tested form may be a part): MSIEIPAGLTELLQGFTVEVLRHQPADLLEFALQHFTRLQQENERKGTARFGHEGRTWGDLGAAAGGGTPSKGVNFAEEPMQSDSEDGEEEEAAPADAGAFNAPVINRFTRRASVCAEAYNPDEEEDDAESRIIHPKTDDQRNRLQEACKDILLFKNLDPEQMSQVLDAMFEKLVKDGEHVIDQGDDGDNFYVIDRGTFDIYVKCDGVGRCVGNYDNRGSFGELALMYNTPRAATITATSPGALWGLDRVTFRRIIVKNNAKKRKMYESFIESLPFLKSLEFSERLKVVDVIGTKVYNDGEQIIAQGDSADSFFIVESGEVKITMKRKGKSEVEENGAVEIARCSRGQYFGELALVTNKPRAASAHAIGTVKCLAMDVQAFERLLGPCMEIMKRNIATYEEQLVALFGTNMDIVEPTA
phage Ecoli inh: E. coli growth loss with phage present; growth absorbance; inhibition, % at 11.9 µM; 360,000 compounds, 0.26% hits; AID 651602; in the data active = inhibition above about 11%
HTR5A ag: activates human HTR5A in OPRM1-OPRD1 agonist counter-screen; P47898; HTR5A agonist assay, luminescence, cell-based; activation, % at 9.3 µM; 340,000 compounds, 0.61% hits; in the data active = activation mostly above about 9.5%, no sharp cut-off; inactive = mostly below about 7.6%;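 note: 0% = cells with vehicle only and 100% = reference agonist; strong numbers were not always called active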
HTR5A inv ctr: counter-screen for OPRM1-OPRD1 inverse agonists: human HTR5A inverse agonism | AID 504634 | P47898 | 340,000 compounds, 0.083% hits | HTR5A cell line, luminescence | inhibition, % at 9.3 µM; in the data active = inhibition mostly above about 23%, no sharp cut-off; inactive = mostly below about 18%;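 note: 0% = cells with DMSO and 100% = no-cell wells with DMSO; some compounds called inactive have numbers as strong as hits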
Ecoli viability: counter-screen for AddAB inhibitors: E. coli growth inhibition; 330,000 compounds, 0.27% hits; E. coli V3065 growth, OD600 absorbance, 18 h; inhibition, % at 11.9 µM; AID 449728;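 active = inhibition above the campaign's mean inhibition across all tested compounds plus 3 SD, cut at about 9.9% in these data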;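 note: uninfected addAB+ strain grown without phage in ampicillin broth; 0% = DMSO wells and 100% = ciprofloxacin 0.95 µg/ml wells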
Mot1-301 SUMO: inhibitors of SUMOylation pathway: yeast Mot1-301 growth rescue; 320,000 compounds, 1% hits; S. cerevisiae Mot1-301 growth rescue, ATP luminescence, 38.5C; percent above DMSO median, 100 means doubled; growth rescue, % at 18.8 µM;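 active = every valid replicate shows activation above 250% relative to neutral control wells; inactive = the rest, any valid replicate at or below 250%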;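 note: OY570 slx delta 5 strain wells were the positive control but not used for scaling; some compounds called inactive have numbers as strong as hits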
Tat transport: blocks Tat-dependent protein export in E. coli | AID 488895 | inhibition, % at 10 µM | 340,000 compounds, 0.036% hits | E. coli MC4100 TorA-mCherry Tat export, fluorescence;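 active = mean replicate inhibition at least 50% and at least half of replicates individually reaching 50%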;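 note: exported cargo escapes ClpAP degradation while cytoplasmic cargo is degraded and loses fluorescence; 0% = median of neutral control wells and 100% = median of NaSCN control wells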
CDK5 inh: inhibitors of human CDK5/p35 kinase. Recombinant CDK5/p35, ADP-Glo luminescence, 60 min. AID 488839. Q00535+Q15078. inhibition, % at 10 µM. 330,000 compounds, 0.01% hits;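 active = highest replicate inhibition of at least 50% and at least 75% of replicates reaching 50%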;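 note: plate controls were DMSO neutral control for no effect and GW8510 at 10 µM for full effect; many of its hits are not listed in these tables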
An asterisk follows results filed as active; . = no result given.

SMILES	AddAB inh	PKA-R1A act	DAGLB inhibitor	PKA-R2B activ	phage Ecoli inh	HTR5A ag	HTR5A inv ctr	Ecoli viability	Mot1-301 SUMO	Tat transport	CDK5 inh
Cc1ccc(/C=N/Nc2nc3ccccc3s2)o1	1.1	-1	0	-11	0.9	-5	12	-4.6	-15	-3	-0.4
COc1ccccc1-c1cc(C(=O)Nc2cccnc2Cl)no1	0.1	4	-2	6	1.6	10	-2	-0.3	-5	-5	2.6
COc1ccc(C2=NOC(C(=O)NCc3ccc(F)cc3)C2)cc1OC (stereo not drawn)	0.0	3	-3	13	.	4	1	-0.6	13	4	0.6
C[C@H](N)c1nnc(SCc2ccc(Cl)cc2Cl)o1	4.5	-2	-1	-7	3.3	-1	1	0.4	-3	3	-1.7
COCC(=O)NNC(=S)Nc1cccc(C)c1C	-1.3	-2	-1	-14	4.0	3	31	2.0	-11	-2	-1.9
COc1ccccc1N=Cc1c(C)[nH]n(-c2ccc(C)cc2C)c1=O	-0.3	-1	1	6	4.2	2	-4	-2.2	-7	-14	1.3
COc1ccc(CCN2CC(C(=O)OCC(=O)N(C)CC(=O)Nc3ccccc3Cl)CC2=O)cc1OC (stereo not drawn)	.	-3	-1	9	7.4	-4	10	.	.	-3	-0.1
COc1cccc(N2C(=O)CC(NNc3nc4ccccc4s3)C2=O)c1 (stereo not drawn)	4.0	11	0	4	0.1	-8	-26	-1.0	49	-4	1.1
Clc1ccccc1-c1nnc2sc(-c3ccc4c(c3)OCO4)nn12	1.6	-3	-1	-13	2.8	4	-26	-2.0	0	5	-1.2
Cc1cc(C)c(NC(=O)CSCc2nc3sc(C)c(C)c3c(=O)[nH]2)c(Cl)c1	3.5	-8	3	1	2.0	-3	10	-0.5	1	-9	0.7
Nc1nc(SCC(=O)Nc2ccc3c(c2)CCC3)n[nH]1	8.7	19*	-2	-5	4.7	3	-12	2.9	10	-10	0.7
O=C(CSc1nnc(Cc2ccccc2)o1)Nc1ccc(Br)cn1	5.0	2	-2	1	1.7	2	3	1.8	-2	-4	-1.0
CC(C)C12CN3CC(C(C)C)(CN(C1)C31C(=O)Nc3ccccc31)C2=O (stereo not drawn)	0.8	-15	2	-14	0.1	-7	8	-1.6	-3	-5	1.0
CC(C)(C)c1ccc(C2C(C#N)=C(N)Oc3n[nH]c(-c4cccnc4)c32)cc1 (stereo not drawn)	-0.8	-11	4	-7	1.7	5	6	0.8	11	4	-3.3
O=c1c2nncn2c2cc(C(F)(F)F)ccc2n1CCNc1ncc(C(F)(F)F)cc1Cl	0.8	-3	3	-3	1.7	4	-18	0.1	-4	-1	0.3
CS(=O)(=O)N1CCN(C2C3CC4CC(C3)CC2C4)CC1 (stereo not drawn)	-1.5	2	-1	7	4.3	-3	9	-0.2	14	-5	1.2
CC(=O)C1CCC2C3CC(C)=C4CC(O)CCC4(C)C3CCC12C (stereo not drawn)	.	5	-4	0	2.3	6	-20	.	.	2	3.3
O=C(O)CCCCNCc1ccccc1	2.8	-1	0	2	1.6	-2	-15	0.7	-15	-7	-1.4
CCOC(=O)n1c(=O)n(Cc2ccc(Cl)c(Cl)c2)c2ccccc21	2.1	-6	-6	-8	3.4	-1	2	0.1	-16	5	0.0
Clc1ccccc1NCSC1=NCCS1	.	-9	-3	0	2.1	2	-6	.	.	2	0.7
COc1ccc(NC(=S)NC(=O)/C=C/c2ccco2)cc1	-1.4	3	2	-11	5.2	-2	6	2.6	.	-5	0.6
CCN(CC)S(=O)(=O)c1ccc(C(=O)Nc2cc(S(=O)(=O)N3CCOCC3)ccc2N2CCN(C)CC2)cc1	.	-5	0	-4	-0.6	-2	9	.	.	0	0.6
Cc1cc(-c2nnc(CCC(=O)NC(C)(C)C34CC5CC(CC(C5)C3)C4)o2)no1	-1.7	-7	-1	-4	1.5	-5	18	-0.8	133	3	-1.5
CCOC(=O)CC1C(=O)NCCN1S(=O)(=O)c1ccc(OC)cc1 (stereo not drawn)	2.8	-3	-2	-1	1.1	-3	8	1.8	-4	3	0.6
Cc1ccc(CN2CCN(C(=O)c3ccncc3)CC2)cc1	-1.6	-3	-1	-15	-0.3	-1	2	0.5	2	0	-1.6
CC(=O)NC1(C(F)(F)F)C(=O)Nc2c1c(=O)n(C)c(=O)n2C (stereo not drawn)	-0.7	-3	2	-12	2.5	1	-8	-0.5	4	9	-1.4
O=C(CCS(=O)(=O)c1ccc2c(c1)NC(=O)CO2)NCc1ccccc1	3.8	3	1	1	-1.4	-1	-13	1.0	12	0	-0.2
CCC(=O)Nc1c2c(nn1-c1ccc(F)cc1)CS(=O)C2 (stereo not drawn)	-0.2	3	0	2	0.8	5	-14	-3.9	-12	1	-0.5
Cc1cccc(C)c1NC(=O)CNC(=O)c1ccccc1OCc1ccccc1	-0.5	-7	-3	-19	-1.1	-3	8	0.5	-13	1	0.4
CCn1c(SCC(=O)Nc2nccs2)nnc1-c1ccco1	3.2	11	0	3	3.6	8	10	0.8	-16	-6	-4.0
Cc1ccccc1OCCCN1CCCC1	0.7	9	0	3	2.2	-2	5	-0.6	3	-2	-2.3
CCNC(=O)CSc1nc2ccccc2c(=O)n1OC	2.4	-6	-3	-3	4.2	-5	-3	1.9	8	7	0.3
CC(C)(C)OC(=O)C[C@@H]1C/C=C\C[C@H](CC(=O)N(CCO)Cc2ccccc2)C(=O)N[C@@H](Cc2c[nH]c3ccccc23)COC1=O	-0.4	-12	1	-2	3.3	0	-19	-2.0	-17	2	-2.3
CC(NC(=O)c1cn(C)c2ccc(S(=O)(=O)N3CCCC3)cc2c1=O)c1ccccc1 (stereo not drawn)	0.4	-8	0	3	1.7	-2	13	3.1	146	1	-2.1
CN1CCC(N(C)C(=O)c2cc(-c3ccccc3Cl)nc3ccccc23)CC1	0.2	-4	-3	-9	1.3	-7	18	-0.2	-14	-4	0.2
CCOC(=O)N1CCN(C(=O)c2ccc3c(=O)n(Cc4ccccc4OC)c(=S)[nH]c3c2)CC1	-0.2	10	0	-10	-0.3	5	-14	-2.0	124	-17	-0.6
CCCC(CCC(=O)Nc1ccn(-c2ccccc2)n1)C(=O)O (stereo not drawn)	1.4	-2	-1	5	-1.2	7	-23	3.1	215	-6	-0.7
Cc1c(C(=O)N/N=C/c2ccccn2)nnn1-c1nonc1N	5.5	2	1	1	0.8	4	-19	1.5	-1	0	1.5
Cc1ccnc2ccc(SC(F)(F)F)cc12	1.4	-9	-2	-2	4.9	0	1	-1.2	27	2	-2.0
COc1ccc(-c2nc(-c3ccc(Br)o3)no2)cc1OC	4.0	-4	-11	-10	2.1	3	-10	1.0	3	17	-3.8
CC(=O)c1ccc(OCc2cc(C(=O)N(C)C(C)c3nccs3)no2)cc1 (stereo not drawn)	.	-2	-1	-11	3.7	1	-6	.	.	-1	0.4
CN1CCN(C(=O)c2ccc3c(c2)N(Cc2ccccc2)CCS3)CC1	0.0	-2	2	-1	.	1	-8	0.8	11	2	-6.8
Cc1cc(=O)[nH]c2c(C)c(N)ccc12	4.4	1	0	-7	2.6	-5	13	0.1	-5	-4	-1.5
O=C(COc1cc(Cl)c(Cl)cc1Cl)Nc1ccc([N+](=O)[O-])cc1Cl	-0.9	-5	-1	-1	3.1	2	-9	-1.3	4	-2	-0.8
O=C(COc1ccc(Cl)cc1)N1CCCC1	2.1	-5	-5	-3	3.4	12	-32	-0.6	-12	-4	1.1
Cc1ccc(C)c(NC(=O)CN(C)C(=O)c2ccc(S(=O)(=O)N3CCCCCC3)cc2)c1	0.8	2	-2	-1	0.0	3	-8	-1.2	-11	-2	-0.1
Cc1ccc(Cl)c2sc(N3CCN(C(=O)c4ccco4)CC3)nc12	-1.0	-2	-8	-10	4.9	0	6	-1.5	-6	7	-4.8
CN1CCN(S(=O)(=O)c2ccc([N+](=O)[O-])cc2)CC1	-1.9	-8	0	-6	3.2	1	-3	-0.5	-3	-3	-0.1
O=S(=O)(Nc1nc2ccccc2nc1Nc1ccc(N2CCOCC2)cc1)c1cc(Cl)ccc1Cl	1.4	5	2	-14	3.0	-2	6	3.3	-9	-2	-2.2
Cc1ncc(CN2CCCCC2C(=O)Nc2ccc(Oc3ccccc3)nc2)cn1 (stereo not drawn)	5.8	5	-1	8	0.9	4	-5	-1.5	340	-1	-0.3
O=S(=O)(Nc1ccccc1-c1ccccc1)c1ccccc1	.	-5	-2	4	4.7	-1	3	.	.	11	-2.3
CCOC(=O)C1CCN(C(=O)c2cc3c(-c4ccc(OC)c(OC)c4)nn(C)c3s2)CC1	-0.6	-12	-6	-6	.	-3	-38	1.4	-12	-1	0.7
CN(C)CCCN(C(=O)c1ccc2c(c1)CCCC2)c1nc2c(F)cccc2s1	1.5	-12	-3	5	2.3	4	-15	-0.8	5	3	-2.0
O=C1CCCC(=O)N1c1ccc(Oc2ccc(Cl)cc2)cc1	0.5	2	-1	-1	3.9	10	-27	0.0	13	-3	3.6
O=C(O)c1nc(NCc2ccccc2)ncc1Cl	1.3	4	-5	5	0.9	-1	5	-1.0	301	2	0.2
COc1ccccc1C(=O)NC(=O)COC(=O)c1ccc(Br)o1	.	-11	-1	-4	3.2	2	9	.	.	2	1.7
COc1ccc(CNCCC(c2ccc(OC(C)C)cc2)c2ccccc2OC)cc1 (stereo not drawn)	4.2	-12	-4	-4	5.2	6	-22	-0.5	-20	10	-0.6
Cc1[nH]n2c(=O)cc(C(C)C)nc2c1-c1ccccc1	-3.1	7	0	0	-4.2	3	-8	-4.5	-1	-9	0.9
Cc1ccc(OCCNC(=O)c2ccc(C)o2)cc1	4.3	0	3	10	8.2	2	-5	3.4	-2	32	-1.9
O=C(NC1CCN(S(=O)(=O)c2ccccc2C(F)(F)F)CC1)c1ccco1	1.2	10	1	-1	0.8	0	0	0.2	33	8	-5.8
Carrying on:
SMILES	AddAB inh	PKA-R1A act	DAGLB inhibitor	PKA-R2B activ	phage Ecoli inh	HTR5A ag	HTR5A inv ctr	Ecoli viability	Mot1-301 SUMO	Tat transport	CDK5 inh
Cc1ccccc1CCNC(=O)CCn1ccc2cc(S(=O)(=O)N3CCCC3)ccc21	2.1	12	1	4	-0.6	1	4	-0.5	-9	4	0.5
NC1=NC(=O)/C(=C/c2ccccc2OS(=O)(=O)c2ccc3ccccc3c2)S1	2.9	-3	0	1	-0.7	2	5	2.1	1	-4	-1.0
COc1ccc(-c2cc3ccccc3[nH]2)cc1	-1.6	-10	5	-7	2.1	8	21	-2.8	-1	-2	-1.7
Cc1oc2c(C)c3oc(=O)c(CCC(=O)NCCCCCC(=O)O)c(C)c3cc2c1C	1.7	-5	-1	-8	2.8	1	-2	0.5	-10	6	0.0

Molecules shown so far that have a tert-butyl group (2):
SMILES	AddAB inh	PKA-R1A act	DAGLB inhibitor	PKA-R2B activ	phage Ecoli inh	HTR5A ag	HTR5A inv ctr	Ecoli viability	Mot1-301 SUMO	Tat transport	CDK5 inh
CC(C)(C)c1ccc(C2C(C#N)=C(N)Oc3n[nH]c(-c4cccnc4)c32)cc1 (stereo not drawn)	-0.8	-11	4	-7	1.7	5	6	0.8	11	4	-3.3
CC(C)(C)OC(=O)C[C@@H]1C/C=C\C[C@H](CC(=O)N(CCO)Cc2ccccc2)C(=O)N[C@@H](Cc2c[nH]c3ccccc23)COC1=O	-0.4	-12	1	-2	3.3	0	-19	-2.0	-17	2	-2.3
